From PubChem
INS promoter inh = inhibitors of insulin promoter-driven GFP, primary screen, imaging, TRM-6 cells (human fetal islet line), eGFP reporter, cell count | reporter expression induced with tamoxifen | inhibition, % at 2 µM | 0.9% of 130,000 active | AID 1273, 2008;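 active = inhibition above the mean plus 3 SD, with well images judged a real hit on visual review, cut at about 60% in these data, passing the limit was not always enough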
sdo1 growth = growth rescue of sdo1-depleted yeast, primary screen, S. cerevisiae, bone marrow failure model; S. cerevisiae sdo1-depleted JHY4D growth rescue, OD600 30 h; hits give high values; pdr5 snq2 efflux-pump mutant strain; z-score at 10 µM; 0.21% of 140,000 active; AID 817, 2007;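 active = z-score above 3 at both the 24 hr and the 30 hr optical density reads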;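 also: z-score against mean and SD of all compound wells on the same plate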
sdo1 growth Rescue 24 h = second read-out of sdo1 growth, no call of its own (marks repeat the call); z-score; S. cerevisiae sdo1-depleted JHY4D growth rescue, OD600; measured here: growth rescue at 24 h;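 0 is the plate mean of compound wells and units are plate SD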
An asterisk follows results filed as active; i = inactive; nt = not tested or not shown; & = joins results of further samples.

sdo1 growth Rescue 24 h | compound | INS promoter inh | sdo1 growth
-0.5 | O=C(O)C1CCCN(S(=O)(=O)c2ccc(F)cc2)C1 (stereo not given) | nt | 0.48
0.23 | COc1ccc(N2C(=O)CC(NCc3ccncc3)C2=O)cc1 (stereo not given) | -14 | 0.48
nt | O=C(CSc1cn(CC(=O)N2CCCCCC2)c2ccccc12)NCC1CCCO1 (stereo not given) | -100 | nt
1.4 | CCOc1cc(C(=O)Nc2ccc(S(=O)(=O)N3CCOCC3)cc2)cc(OCC)c1OCC | nt | 0.12
-0.33 | Cc1cc(C(=O)N/N=C2\CC(=O)CC(C)(C)C2)n[nH]1 | 7 | 0.27
1.2 | CCOc1ccccc1CN1CCN(S(C)(=O)=O)CC1 | 0 | 0.81
-1.3 | Cc1ccc(S(=O)(=O)N/N=C\c2cn(-c3ccccc3)nc2-c2ccccc2)cc1 | nt | -1.4
4.2* | COc1ccc(OC)c(C2=NOC(C(=O)NCc3ccco3)C2)c1 (stereo not given) | 41 | 7.6*
0.6 | Cc1sc2nc(CC(N)=O)[nH]c(=O)c2c1-c1ccccc1 | 7 | 0.91
-1.4 | COc1ccc(NC(=O)N(Cc2ccc(C)cc2)Cc2cccnc2)c(OC)c1 | nt | -1.2

Another view of some results above:
Each structure is followed by: sdo1 growth Rescue 24 h | INS promoter inh | sdo1 growth
COc1ccc(N2C(=O)CC(NCc3ccncc3)C2=O)cc1 (stereo not given)
→ 0.23 | -14 | 0.48
O=C(CSc1cn(CC(=O)N2CCCCCC2)c2ccccc12)NCC1CCCO1 (stereo not given)
→ nt | -100 | nt
CCOc1cc(C(=O)Nc2ccc(S(=O)(=O)N3CCOCC3)cc2)cc(OCC)c1OCC
→ 1.4 | nt | 0.12
Cc1cc(C(=O)N/N=C2\CC(=O)CC(C)(C)C2)n[nH]1
→ -0.33 | 7 | 0.27
CCOc1ccccc1CN1CCN(S(C)(=O)=O)CC1
→ 1.2 | 0 | 0.81

(listing goes on)
sdo1 growth Rescue 24 h | compound | INS promoter inh | sdo1 growth
-1.2 | CCCc1cc(Nc2c(C)n(C)n(-c3ccccc3)c2=O)n2c(nc3ccccc32)c1C#N | i | -0.81
0.83 | COc1ccc2c(CCNC(=O)CN3C(=O)c4ccccc4C3=O)c[nH]c2c1 | -3 | 0.94
-1.3 | CC1(C)Cc2c(C#N)c(SCc3ccccc3)nc(N3CCOCC3)c2CO1 | nt | -0.94
0.63 | CCOC(=O)c1c(NC(=O)C2CCCO2)sc(C(N)=O)c1C (stereo not given) | 41 | 0.5
-0.65 | COc1cc(NC(=O)CN2C(=O)NC(c3ccccc3)(c3ccccc3)C2=O)c(C)cc1[N+](=O)[O-] | 40 | -0.18
0.05 | COc1ccccc1NC(=O)Cn1c(=O)oc2ccccc21 | 11 | 0.66
nt | CCCSc1cc(N)cc([N+](=O)[O-])c1 | 27 | nt
1.6 | CCC(NC(=O)c1ccccc1NC(=O)c1ccccc1)C(=O)O (stereo not given) | nt | 1.4
nt | O=C(CNC(=S)N(Cc1ccccc1)Cc1ccccc1F)NCCc1ccccc1 | -20 | nt
-0.27 | Cc1cc(Cl)c(S(=O)(=O)Nc2cccc(O)c2)cc1OCC(N)=O | -62 | 1

sdo1 growth Rescue 24 h | compound | INS promoter inh | sdo1 growth
-0.89 | CCOC(=O)c1cnc2c(OC)cccc2c1N1CCN(c2ccccc2OC)CC1 | 29 | -1.2
-0.8 | COc1cc(NC(=O)Cn2nc(C(F)(F)F)c(Br)c2C)cc([N+](=O)[O-])c1 | -34 | -1.5
-0.27 | CCn1c(=O)c2c(O)cc(=O)oc2c2ccccc21 | -24 | 0.31
-0.32 | CC12CC(NC(=O)N1c1ccc(C(=O)N3CCN(c4ccc(F)cc4)CC3)cc1)c1ccccc1O2 (stereo not given) | nt | 0.73
0.9 | CN1C(=O)NC(c2ccccc2)(C(F)(F)F)S/C1=C(/C#N)c1nnc(N2CCOCC2)n1-c1ccccc1 (stereo not given) | 0 | 0.54
-0.35 | COc1ccc(NS(=O)(=O)c2cccc3cccnc23)cc1 | nt | -0.6
nt | COc1ccc(C2=Nc3ccc(C)cc3C(c3ccccc3)N2CC(=O)NN)cc1 (stereo not given) | 6 | nt
0.05 | COc1ccc(/C=N/N=C2\SC(CC(=O)O)C(=O)N2c2ccccc2)cc1 (stereo not given) | 26 | 1.3
0.27 | Cc1nc2nc3c(cn2n1)C(=O)CC(C)(C)C3 | nt | 0.35
-0.65 | Cc1[nH]n(-c2ccccc2)c(=O)c1-c1ccccc1 | 5 | -0.34

sdo1 growth Rescue 24 h | compound | INS promoter inh | sdo1 growth
-0.66 | O=C(c1ccccc1)N1CCN(Cc2ccccc2Br)CC1 | -55 | -0.59
-0.6 | O=C(Cc1ccccc1)Nc1cccc(C(=O)N/N=C/c2ccco2)c1 | -33 | 0.68
nt | Cn1nnnc1Sc1ccc([N+](=O)[O-])cc1Cl | -7 | nt
1.8 | CN1CCN(C(=O)/C=C/c2ccc3c(c2)OCO3)CC1 | -40 | 1.3
-0.87&-0.43 | CC(=O)c1ccc(CCCCCCCCCC(=O)O)s1 | -29 | 0.47&0.35
-0.07 | Cc1nc2ccccc2n1CCc1nc2c3ccccc3nc(=S)n2[nH]1 | -24 | 0.19
-0.29 | Cc1c(C(=O)N2CCOCC2)[nH]c2c1C(=O)CC(c1ccccc1Cl)C2 (stereo not given) | -20 | 0.01
-0.97 | Fc1ccc(-c2nnc(CN3CCN(c4ncc(C(F)(F)F)cc4Cl)CC3)o2)cc1 | 26 | -1.2
-0.29 | CC(C)CNC(=O)COC(=O)c1cc(S(=O)(=O)N2CCCCC2)ccc1N1CCOCC1 | 33 | -0.04
1 | CC(=O)c1cccc(NC(=O)CC2Oc3ccc(C)cc3NC2=O)c1 (stereo not given) | nt | 1.3

sdo1 growth Rescue 24 h | compound | INS promoter inh | sdo1 growth
-1.1 | CCOC(=O)C1=C(O)CSC1=Nc1cccc(Cl)c1 | 6 | -1.3
nt | O=C1CCCc2c1cnc1ncnn21 | 54 | nt
0.06 | O=c1c(N2CCCCC2)coc2ccccc12 | 28 | -0.03
0.34 | Cc1c(Cl)cccc1NC(=S)NCc1ccc2c(c1)OCO2 | -43 | -0.38
-0.79 | CCOC(=O)c1c(NC(NC(C)=O)C(Cl)(Cl)Cl)sc2c1CCCC2 (stereo not given) | nt | -1.1
1.9 | CCc1ccc2[nH]c(=O)c(CN(Cc3ccc(F)cc3)C(c3nnnn3CCN3CCOCC3)C(C)C)cc2c1 (stereo not given) | -10 | 1.4
0.63 | CN(C)CCCOC(=O)CCc1ccccc1 | 10 | 0.26
0.58 | COc1cc(NS(=O)(=O)c2ccc(C)cc2)ccc1-n1cnnn1 | nt | 0.07
-0.99 | O=C(N/N=C\c1cn[nH]c1-c1ccccc1)c1ccc([N+](=O)[O-])cc1 | 0 | 0.52
-0.96 | O=C(COc1ccccc1)N1CCc2ccccc21 | 2 | -0.01

sdo1 growth Rescue 24 h | compound | INS promoter inh | sdo1 growth
nt | CC(c1ccco1)N(C(=O)c1ccc(F)cc1)c1ccccn1 (stereo not given) | 25 | nt
nt | COc1ccccc1/C(C)=N/NC(=S)NCc1ccccc1 | 8 | nt
0.12 | CCNC(=O)NC(=O)C(C)OC(=O)c1oc2ccc(OCC)cc2c1C (stereo not given) | 14 | 0.16
-0.8 | CCCCCOP(=O)(c1ccccc1)c1ccccc1 | nt | -0.29
nt | CC(C)NC(NC(=O)/C=C/c1ccccc1)C(Cl)(Cl)Cl (stereo not given) | 14 | nt
0.59 | CCOc1ccc(-c2nc3n(c(=O)c2C#N)CCCS3)cc1 | -207 | 0.19
-0.94 | O=C(Nc1ccon1)c1ccc2c(c1)OCO2 | 22 | 0.73
0.21 | CC(=O)Nc1ccc(C)cc1NC(C)=O | 24 | 0.16
-0.1 | O=C(O)c1ccccc1SCC(=O)N1c2ccccc2Sc2ccccc21 | 27 | 0.89
-0.07 | CC1CCN(CCCCOc2ccccc2-c2ccccc2)CC1 | -28 | -1.1

sdo1 growth Rescue 24 h | compound | INS promoter inh | sdo1 growth
nt | N#CC1=C(N)Oc2nc[nH]c(=O)c2C1c1cccs1 (stereo not given) | 31 | nt
1.2 | O=C1C(=O)N(Cc2cccnc2)C(c2ccccn2)/C1=C(/O)c1ccc(Br)cc1 (stereo not given) | nt | 1.1
-0.14 | CCOCCCNc1nc2c(c(=O)[nH]c(=O)n2C)n1CCCc1ccccc1 | 31 | 0.02
0.07 | CC(c1nnc(SCC(=O)NC(=O)NCc2ccco2)n1-c1ccc(Cl)cc1)N(C)C (stereo not given) | nt | 0.45
-0.34 | Cc1ccc2oc(=O)c(/C=C(\O)c3sc(C)nc3C)nc2c1 | 27 | 0.18
nt | NS(=O)(=O)c1ccc(NC(=O)c2ccc(-c3ccccc3)cc2)cc1 | 19 | nt
-0.98 | Cc1ccc(OCC(=O)N/N=C2\CCOc3c(C)cccc32)cc1 | 12 | -1.3
nt | CCN(C(=O)COC(=O)CNS(=O)(=O)c1ccccc1)c1ccccc1 | 40 | nt
1.3 | CCCC(=O)NCCc1cc2cc(C)c(C)cc2[nH]c1=O | 86* | 0.87
-1.2 | CCSc1nc(N2CCOCC2)c2c(c1C#N)CC(C)(C)N(C)C2 | -86 | -0.9

Reprinted from the part before: 4 entries, then new ones.
sdo1 growth Rescue 24 h | compound | INS promoter inh | sdo1 growth
-0.98 | Cc1ccc(OCC(=O)N/N=C2\CCOc3c(C)cccc32)cc1 | 12 | -1.3
nt | CCN(C(=O)COC(=O)CNS(=O)(=O)c1ccccc1)c1ccccc1 | 40 | nt
1.3 | CCCC(=O)NCCc1cc2cc(C)c(C)cc2[nH]c1=O | 86* | 0.87
-1.2 | CCSc1nc(N2CCOCC2)c2c(c1C#N)CC(C)(C)N(C)C2 | -86 | -0.9
1.1 | O=C(COc1ccccc1)NCC(=O)Nc1ccc(S(=O)(=O)NCc2ccco2)cc1 | 53 | 1.1
0.02 | O=C(CCC1CC(=O)Nc2ccccc21)NCc1ccccc1 (stereo not given) | 19 | 1.6
-0.51 | CN(C)c1ccc(/C=N/c2cc(-c3ccccc3)nn2-c2ccccc2)cc1 | -14 | 0.12
2 | Cc1ccccc1OCC(=O)Nc1cccc(NC(=O)c2ccco2)c1 | nt | 1.9
-0.48 | COc1ccc(Cl)cc1NC(=O)CCn1cnc2ccccc2c1=O | 25 | -0.27
1.4 | CC1(C)CC(=O)C(CC2=C(O)CC(C)(C)CC2=O)=C(O)C1 | -12 | 1.4
nt | CC(C)(C)c1ccc(O)c(N=Cc2cc(Br)ccc2O)c1 | -2 | nt
0.17 | CCCC(c1nnnn1CCc1ccccc1)N1CCN(C(=O)c2ccco2)CC1 (stereo not given) | -58 | 0.06
-0.7 | O=C(CN1CCN(c2ccc(O)cc2)CC1)Nc1ccc(SC(F)F)cc1 | 8 | -0.91
1.4 | Cn1c(NC(=O)/C=C/c2ccc(Cl)c(Cl)c2)cc(=O)n(C)c1=O | -5 | 0.3

sdo1 growth Rescue 24 h | compound | INS promoter inh | sdo1 growth
0.47 | COc1nn(-c2nc(-c3ccccc3)cc(C(F)(F)F)n2)cc1[N+](=O)[O-] | 23 | 2.2
1.1 | Cc1ccc(C2Oc3ccccc3C3=C2C(c2cccs2)n2ncnc2N3)cc1 (stereo not given) | 60 | -0.86
nt | Cc1[nH]nc(N)c1-c1ccccc1 | 13 | nt
1.1 | O=C(CSc1nccc(=O)[nH]1)N1CCc2ccccc2C1 | -37 | 0.04
0.16 | Cc1cc(OCC(=O)Nc2ccc(S(=O)(=O)NC3=NCCCCC3)cc2)c(C(C)C)cc1Cl | 20 | -0.48
1.9 | O=C1OC2(c3ccccc3)C3CCCC2C13 | 26 | 1.6
0.27 | Cc1cc(C(F)F)nn1CC(=O)NCc1ccco1 | 36 | 1.1
0.95 | CCCC(=O)NC(=S)Nc1cccc(C(C)=O)c1 | nt | 0.85
0.25 | CCOC(=O)N1CCN(C(=O)c2ccc(CN(c3ccccc3)S(C)(=O)=O)cc2)CC1 | nt | 0.73
nt | COc1ccc(/C=C/C(=O)NC(=S)N2CCN(C)CC2)cc1 | 19 | nt

sdo1 growth Rescue 24 h | compound | INS promoter inh | sdo1 growth
nt | CSCCC(NC(N)=O)C(=O)Nc1ccc2ccccc2c1 (stereo not given) | -20 | nt
0.6 | COc1ccc(N(CC(=O)NCc2ccco2)S(C)(=O)=O)cc1OC | 47 | 1.1
3 | O=C(NCC(F)(F)F)Nc1cccnc1 | 47 | 2.4
-1 | O=C1c2ccccc2C(=O)N1CCc1csc(-c2ccc(F)cc2)n1 | -97 | -0.93
0.32 | c1ccc(C(c2nnnn2Cc2ccco2)N2CCN(C3CCCC3)CC2)cc1 (stereo not given) | nt | 0.67
-0.33 | O=C1/C(=C/c2ccc(F)cc2)SC(=S)N1Nc1ncc(C(F)(F)F)cc1Cl | 31 | -0.26
-0.16&-0.65 | CCn1c(COc2ccccc2)nnc1SCC(=O)c1cccc([N+](=O)[O-])c1 | nt | 0.23&-1.5
0.53 | Cc1noc(NS(=O)(=O)c2ccc(NC(=O)COc3ccc(Cl)cc3Cl)cc2)c1C | nt | 0.56
0.39 | CC(=O)c1c(C)[nH]c(C(=O)Nc2cccc(S(=O)(=O)N3CCOCC3)c2)c1C | nt | 0.8
0.99 | COc1ccc(-c2cc(=O)oc3c(C)c(OC(=O)c4cccs4)ccc23)cc1 | nt | -0.01

sdo1 growth Rescue 24 h | compound | INS promoter inh | sdo1 growth
nt | Cc1ccccc1NC(=O)CSc1nnc(C)c(=O)[nH]1 | 0 | nt
-0.16 | Cc1cc(NC(=O)CSc2nc3ccccc3c(=O)n2C2CCCC2)no1 | 3 | -0.61
-0.53 | COc1ccc(Cc2nc3c4c(ncn3n2)Oc2c(ccc3ccccc23)C4c2ccc(OC)c(OC)c2)cc1 (stereo not given) | 10 | -0.6
nt | CCN(CC)S(=O)(=O)c1ccc(N2CCCC2)c(NS(=O)(=O)c2cccs2)c1 | 0 | nt
nt | Cc1ccc(-c2nn(-c3ccccc3)cc2C(=O)N2CCOCC2)cc1C | -5 | nt
